# ASAP1 GAP inh: inhibitors of human ASAP1 ArfGAP activity | ASAP1-stimulated ARF1 GTP hydrolysis, GDP FP detection | AID 624377 | 360,000 tested, 0.19% active | inhibition, % at 16.5 µM; in the data active = inhibition above about 25%;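 note: 0% = vehicle with enzyme and substrate and 100% = no enzyme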
# NR1D1 modulator: modulates human Rev-erb alpha binding to DNA; Rev-erbα–FITC-DNA binding, fluorescence polarization, 90 min; AID 1259318; activity, % at 10 µM; 370,000 tested, 0.79% active; P20393;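 active = activity above about 14%, limit read from the data; passing the limit was not always enough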;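 note: 0% = DMSO wells with 35 nM protein and 100% = DMSO wells with 750 nM protein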
# PG9 Ab binder: small molecules binding HIV-1 gp120 antibody PG9. TR-FRET gp120-PG9 antibody binding. inhibition, % at 6.7 µM. 360,000 tested, 0.43% active. AID 624416; in the data active = inhibition above about 8.5%
# NPR1 activator: GC-A (human) enzyme activation; P16066; HEK293 GC-A cells, cGMP TR-FRET, EC30 ANP; 0% at EC30 ANP, 100% saturating ANP; activation, % at 10 µM; 370,000 tested, 0.14% active; AID 1671463; in the data active = activation above about 40%
# ARFGAP1 inh: inhibitors of rat ARFGAP1. Q62848. Arfgap1-stimulated ARF1 GTP hydrolysis, GDP FP detection. inhibition, % at 16.5 µM. 360,000 tested, 0.26% active. AID 651572;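 active = inhibition above a per-plate limit, mean inhibition of low control wells plus 3 SD, cut at about 25% in these data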;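 note: 0% = DMSO wells with enzyme and 100% = wells lacking Arfgap1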
#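 System: truncated rat Arfgap1 GAP domain / Benchmarks: high control wells lacking Arfgap1, low control full reaction with DMSO / Times: compound-enzyme preincubation 20 min, reaction 120 min, detection 60 min, 25 °C / Repeats: one replicate per compound / Also added: human ARF1(Δ1-17)-GTP substrate / Measured by: Tracer-displacement fluorescence polarization with EDTA stop, 620/688 nm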
# rCAG RNA binder: r(CAG) repeat RNA binding | TO-PRO-1 dye displacement fluorescence | inhibition, % at 3 µM | 370,000 tested, 1.3% active | AID 651821;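 active = inhibition above the plate cutoff, the mean of all test compounds on that plate plus 3 SD, cut at about 35% in these data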;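 note: 0% = DMSO alone and 100% = 100 µM mitoxantrone as full dye displacement; higher means more dye released from RNA so lower well fluorescence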
# HTRA1 inh: HTRA1 (human) protease inhibition | Q92743 | recombinant HTRA1, FP-rhodamine activity-based probe, fluorescence polarization | inhibition, % at 5.96 µM | 340,000 tested, 0.5% active | AID 504803; in the data active = inhibition above about 36%;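 note: 0% = enzyme with DMSO and 100% = wells lacking enzyme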
# SMARCA2 activ: increases SMARCA2 function in MMTV reporter cells. 370,000 tested, 1% active. MG213 cells, MMTV-luciferase reporter, dexamethasone, overnight. activation, % at 9.1 µM. AID 652017; in the data active = activation above about 7.8%;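 note: 0% = vehicle wells and 100% = reference activator wells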
# GC-B act: GC-B (human) receptor activation; 370,000 tested, 0.11% active; activation, % at 10 µM; HEK293-GC-B cells, CNP EC30, cGMP TR-FRET; 0% at EC30 CNP, 100% saturating CNP; P20594;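 active = activation at 10 µM reaching about 35% in either raw or pattern-adjusted values, limit read from the data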
# ABHD4 inh: inhibitors of mouse ABHD4. Q8VD66. purified mABHD4, FP-Rh probe fluorescence polarization. inhibition, % at 8.92 µM. 370,000 tested, 0.54% active;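 active = inhibition exceeding the mean over every tested compound plus 3 SD, cut at about 30% in these data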;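 note: 0% = plate median of compound wells and 100% = S159A mutant with DMSO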
#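 Material: mouse ABHD4 enzyme, wild type; Benchmarks: S159A mutant high control, sample median low control; Buffer or medium: HEPES pH 7.0, NaCl, Pluronic buffer; Signal: fluorescence polarization; Read-out: percent inhibition of probe binding, normalized to plate controls; Timing: pre-incubation 45 min, probe exposure 60 min, at 25 °C; Dosing: 8.92 µM, single dose.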
# Numbers without * were called inactive; . = not tested or not shown. Rows were taken by chance; about 4.4% have a hit in one of these screens.
SMILES,ASAP1 GAP inh,NR1D1 modulator,PG9 Ab binder,NPR1 activator,ARFGAP1 inh,rCAG RNA binder,HTRA1 inh,SMARCA2 activ,GC-B act,ABHD4 inh
Cc1ccc(C)c(NC(=O)c2ccc(S(=O)(=O)N(C)CC3CCCO3)cc2)c1 (stereo unspecified),2,3,-0.2,-4,-9,-5,-8,-2,-2,-3
O=C(O)C(F)=C(c1ccccc1)c1ccccc1,5,-3,-1.8,-1,-9,1,0,-2,5,-3
CCC1CCCN1Cn1cnc2c([nH]c3ccccc32)c1=O (stereo unspecified),-2,-1,-1.9,5,10,0,-1,0,1,3
Cc1noc(C)c1CCC(=O)N1CCCC(CCC(=O)NCc2ccccc2F)C1 (stereo unspecified),7,-5,-1.4,0,21,-8,.,-2,0,3
C/C(=N/Nc1nc(C)cc(C)n1)c1ccc(Br)cc1,12,2,-2.8,0,-5,-7,-6,-2,2,5
O=C(CCn1c(=O)oc2ccccc21)NCc1cccs1,6,8,-0.6,-2,7,-2,3,-2,1,2
Cc1ccc(C(=O)CN2C(=O)NC3(CCOc4ccccc43)C2=O)s1 (stereo unspecified),7,-8,1.6,0,2,6,-5,-1,10,6
C/C(=N\N=C(c1ccccc1)c1ccccc1)c1cccs1,-9,-2,-2.5,-10,12,-3,-12,2,-6,0
CCCCNC(=O)C1(C)CCC(=O)N1CC(F)(F)F (stereo unspecified),1,5,-1.1,4,4,1,.,-1,1,4
c1ccc(-c2nnc(CSc3nnc(-c4ccncc4)n3Cc3ccco3)o2)cc1,-8,2,1.1,3,4,0,-1,-9,3,-3
Cc1sc2nc(SCC(=O)N3CCOCC3)[nH]c(=O)c2c1-c1ccccc1,5,1,-1.2,-2,-1,3,2,-1,-2,-5
O=C(N/N=C/c1ccccn1)c1ccc(NC(=O)c2cccc([N+](=O)[O-])c2)cc1,-2,-1,-2.1,-4,10,8,.,1,-3,-14
CCOC(=O)C1CCCN(C(=O)c2cc3ccccc3oc2=O)C1 (stereo unspecified),1,2,0.1,2,-1,-1,4,0,3,3
O=C(Nc1ccc(Cc2ccncc2)cc1)c1cc(F)c(F)cc1Cl,-4,4,-1.1,-6,-1,-2,-1,-4,-1,2
COc1ccccc1OCC(=O)Nc1cccc(-c2nnc(-c3ccco3)o2)c1,-5,6,-0.5,0,4,0,-27,7,8,-1

# Arranged by SMILES length (largest number first): 3 of the compounds above.
SMILES,ASAP1 GAP inh,NR1D1 modulator,PG9 Ab binder,NPR1 activator,ARFGAP1 inh,rCAG RNA binder,HTRA1 inh,SMARCA2 activ,GC-B act,ABHD4 inh
Cc1noc(C)c1CCC(=O)N1CCCC(CCC(=O)NCc2ccccc2F)C1 (stereo unspecified),7,-5,-1.4,0,21,-8,.,-2,0,3
C/C(=N\N=C(c1ccccc1)c1ccccc1)c1cccs1,-9,-2,-2.5,-10,12,-3,-12,2,-6,0
O=C(CCn1c(=O)oc2ccccc21)NCc1cccs1,6,8,-0.6,-2,7,-2,3,-2,1,2

# Additional entries:
SMILES,ASAP1 GAP inh,NR1D1 modulator,PG9 Ab binder,NPR1 activator,ARFGAP1 inh,rCAG RNA binder,HTRA1 inh,SMARCA2 activ,GC-B act,ABHD4 inh
CC1(C)C(=O)OC(c2cccn2-c2ccc([N+](=O)[O-])cc2)C(C)(C)C1=O (stereo unspecified),7,1,2.2,-3,-3,-1,-1,-2,4,-2
CC(C)Oc1ccc(S(=O)(=O)N2CCOCC2)cc1NC(=O)C1=COCCO1,0,-5,0.4,0,-6,-4,-5,2,9,-1
CCn1c(=O)ccc2cc([N+](=O)[O-])ccc21,7,-3,-3.7,1,6,-1,0,-1,3,2
COc1ccc(-c2csc3ncn(-c4ccc(C)cc4)c(=O)c23)cc1OC,1,2,0.0,-1,-4,-2,-1,5,-1,6
CCC(=O)N1CCN(c2nc(-c3ccccc3)c3c(c2C#N)CCCC3)CC1,5,2,2.1,2,-6,-2,-14,0,-3,-5
COc1ccc(CCNC(=O)c2ccc(N3CCCC3=O)cc2)cc1OC,-10,5,-0.9,3,-8,-4,0,-1,-2,0
O=C(Cc1ccc(-n2c(=O)c3ccccc3n(Cc3ccc(F)cc3)c2=O)cc1)NCC1CCCO1 (stereo unspecified),-8,4,-0.7,6,0,-7,-7,-2,6,4
Cc1cc(C)nc(NC(=S)NC(=O)c2ccccc2)n1,-5,5,-1.6,5,4,2,13,5,-4,1
O=C(Nc1nc(-c2ccc(Cl)s2)cs1)c1ccco1,10,.,-2.9,.,4,9,-24,-1,.,-30

# Among those listed so far, these contain a halogen:
SMILES,ASAP1 GAP inh,NR1D1 modulator,PG9 Ab binder,NPR1 activator,ARFGAP1 inh,rCAG RNA binder,HTRA1 inh,SMARCA2 activ,GC-B act,ABHD4 inh
O=C(O)C(F)=C(c1ccccc1)c1ccccc1,5,-3,-1.8,-1,-9,1,0,-2,5,-3
Cc1noc(C)c1CCC(=O)N1CCCC(CCC(=O)NCc2ccccc2F)C1 (stereo unspecified),7,-5,-1.4,0,21,-8,.,-2,0,3
C/C(=N/Nc1nc(C)cc(C)n1)c1ccc(Br)cc1,12,2,-2.8,0,-5,-7,-6,-2,2,5
CCCCNC(=O)C1(C)CCC(=O)N1CC(F)(F)F (stereo unspecified),1,5,-1.1,4,4,1,.,-1,1,4
O=C(Nc1ccc(Cc2ccncc2)cc1)c1cc(F)c(F)cc1Cl,-4,4,-1.1,-6,-1,-2,-1,-4,-1,2
O=C(Cc1ccc(-n2c(=O)c3ccccc3n(Cc3ccc(F)cc3)c2=O)cc1)NCC1CCCO1 (stereo unspecified),-8,4,-0.7,6,0,-7,-7,-2,6,4
O=C(Nc1nc(-c2ccc(Cl)s2)cs1)c1ccco1,10,.,-2.9,.,4,9,-24,-1,.,-30

# Source: PubChem (several laboratories)
